CHRM5 agonist – CHRM5 agonism in calcium assay | P08912 | CHO-K1 hM5 cells, Fluo-8 calcium fluorescence; 0% DMSO wells, 100% maximal acetylcholine response | activation, % at 3 µM | 360,000 compounds, 0.19% hits | AID 624037;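 active = activation above the run's mean over test compounds plus 3 SD, cut at about 23% in these data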;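 note: signal is peak over basal fluorescence ratio across the kinetic read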
CRFBP-R2 agonist – agonists of human CRF-binding protein/CRF-R2 receptor complex; HEK293 CRF-R2/CRF-BP, calcium dye fluorescence (FLIPR); percent of saturating CRF peptide response; activation, % at 13.2 µM; 350,000 compounds, 0.46% hits; AID 588473;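 active = activation of at least 50%, plus an integration ratio under a set limit after plate pattern correction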;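 note: plate controls were neutral control wells without compound for no effect and CRF at EC100 for full effect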
TAAR1 antagonist – antagonists of human TAAR1; Q96RJ0; CHO RD-HGA16 TAAR1, Fluo-8 calcium fluorescence, antagonist; inhibition, % at 3 µM; 360,000 compounds, 1.5% hits; AID 624466;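 active = inhibition above a per-plate cutoff, the mean inhibition of test compounds on that plate plus 3 SD, cut at about 49% in these data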;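 note: 0% = DMSO plus EC80 beta-PEA response and 100% = DMSO alone without agonist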
Target sequence (Q96RJ0 whole entry, looked up): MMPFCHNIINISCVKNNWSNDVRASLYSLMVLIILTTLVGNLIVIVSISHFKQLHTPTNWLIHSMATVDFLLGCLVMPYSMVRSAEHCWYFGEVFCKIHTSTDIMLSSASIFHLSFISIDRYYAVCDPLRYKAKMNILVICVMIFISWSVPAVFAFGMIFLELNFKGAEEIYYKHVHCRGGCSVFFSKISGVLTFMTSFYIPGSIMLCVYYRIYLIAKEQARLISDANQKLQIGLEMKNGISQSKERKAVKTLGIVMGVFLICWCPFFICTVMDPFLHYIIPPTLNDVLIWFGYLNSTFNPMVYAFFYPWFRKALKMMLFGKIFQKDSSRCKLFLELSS
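Test system – hTAAR1-expressing CHO RD-HGA16 cells, Gα16-coupled · Reagent – β-PEA at EC80 concentration, post-compound challenge · Compound dosing – 3 µM, single point · Timing – 140 s kinetic read after compound, 140 s after agonist · Detection – Fluo-8 intracellular calcium dye fluorescence, real-time kinetic reads · Control set – DMSO and EC80 PEA controls · Repeats – n of 1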
CRFBP-R2 block – CRF-BP/CRF-R2 complex antagonism; HEK293 CRF-R2/CRF-BP, CRF-induced calcium fluorescence; inhibition, % at 11.8 µM; 350,000 compounds, 0.59% hits; AID 588475;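 active = inhibition of the ligand-induced calcium signal above about 50% at the single tested concentration, limit read from the data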
CHRM4 PAM – potentiates acetylcholine response at human M4 receptor. AID 624126. 360,000 compounds, 0.4% hits. CHO-K1 hM4/Gqi5, Fluo-8 calcium fluorescence, ACh EC20; 0% = ACh EC20, 100% = maximal ACh. activation, % at 3 µM. P08173;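 active = activation above its plate's cutoff, the mean activation of sample wells plus 3 SD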; note: some results filed as inactive read as strong as hits
Target sequence (P08173 whole entry, looked up): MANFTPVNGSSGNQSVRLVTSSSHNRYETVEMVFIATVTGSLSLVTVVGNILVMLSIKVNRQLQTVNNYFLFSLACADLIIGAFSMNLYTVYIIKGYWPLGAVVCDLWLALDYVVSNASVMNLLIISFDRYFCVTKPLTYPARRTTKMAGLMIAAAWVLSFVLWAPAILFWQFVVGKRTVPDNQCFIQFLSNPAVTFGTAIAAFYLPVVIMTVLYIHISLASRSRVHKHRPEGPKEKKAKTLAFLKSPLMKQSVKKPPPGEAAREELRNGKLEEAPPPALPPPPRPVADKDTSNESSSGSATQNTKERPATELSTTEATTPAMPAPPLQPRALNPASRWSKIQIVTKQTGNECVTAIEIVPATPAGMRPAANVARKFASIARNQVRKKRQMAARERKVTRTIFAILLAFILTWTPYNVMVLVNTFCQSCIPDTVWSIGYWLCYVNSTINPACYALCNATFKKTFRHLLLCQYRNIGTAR
M1 PAM parental – counter-screen for M1 PAMs: effect in parental CHO-K1 cells. ATP EC20, Fluo-8 calcium fluorescence; 0% at ATP EC20, 100% at ATP max. activation, % at 3 µM. 360,000 compounds, 0.02% hits;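 active = activation above the run cutoff, the mean activation of all test compounds plus 3 SD, cut at about 40% in these data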;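 note: peak over basal fluorescence ratio in a 140 s read after ATP addition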
CHRM5 antagonist – blocks acetylcholine activation of human M5 receptor | CHO-hM5 cells, Fluo-8 calcium fluorescence, ACh EC80 | inhibition, % at 3 µM | 360,000 compounds, 0.59% hits | AID 624040;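 active = inhibition above a per-plate cutoff, the mean of that plate's test compounds plus 3 SD, cut at about 27% in these data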;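 note: 0% = acetylcholine EC80 with DMSO and 100% = DMSO without agonist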
TAAR1 agonist – agonists of human TAAR1. activation, % at 3 µM. 360,000 compounds, 0.99% hits. AID 624467. CHO RD-HGA16 TAAR1, Fluo-8 calcium fluorescence; vehicle wells 0%, saturating PEA agonist 100%;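 active = activation above the mean activation of all test compounds in the run plus 3 SD, cut at about 38% in these data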
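System: CHO-derived RD-HGA16 cells with stable Gα16 and human TAAR1. Times: 17-24 h plating, Fluo-8 75 min 37 °C, 30 min RT. Measured by: calcium-sensitive Fluo-8 signal, excitation 470-495, emission 515-575 nm. Read-out basis: % activation relative to PEA EC100 response. Control set: DMSO and PEA EC100. Repeats: no replicates (n 1).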
M5 PAM – potentiates acetylcholine response at human M5 receptor; activation, % at 3 µM; CHO-K1 hM5, Fluo-8 calcium, ACh EC20 PAM; 0% = ACh EC20, 100% = ACh EC100; P08912; 360,000 compounds, 0.3% hits;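 active = activation above the run cutoff, the mean activation of all test compounds plus 3 SD, cut at about 18% in these data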
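Test system: CHO-K1 hM5 cells / Doses: single-point, 3 µM nominal / Times: Post-acetylcholine fluorescence recording 140 s / Technique: Fluo-8 calcium fluorescence / Measure: Max/basal fluorescence ratio as % of EC20–EC100 ACh window / Benchmarks: low control EC20 acetylcholine (0%), high control EC100 acetylcholine (100%) / Replicates: one well per compound, no replicates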
The depositor's hits bear a star.

SMILES | CHRM5 agonist | CRFBP-R2 agonist | TAAR1 antagonist | CRFBP-R2 block | CHRM4 PAM | M1 PAM parental | CHRM5 antagonist | TAAR1 agonist | M5 PAM
CCCCOC(=O)c1ccc(OC(=O)N2CCOCC2)cc1 | -3.4 | -0.5 | 0.9 | -20.6 | -5.9 | -5.4 | -7.0 | 3.0 | -1.4
C[C@H](NC(=O)[C@@H]1Cc2ccccc2CN1)C(=O)NC1CCCCC1 | -6.0 | -0.1 | -32.7 | 92.7* | 8.1 | 18.5 | -3.5 | 1.4 | -1.6
O=C(O)CNC(=O)/C=C/c1c(Cl)cccc1Cl | 2.1 | 0.4 | -17.3 | -9.3 | 2.2 | 11.4 | 10.6 | 0.4 | -3.4
CC(Oc1ccccc1)c1ccnc2nc(N3CCOCC3)nn12 (stereo not drawn) | -0.7 | 1.8 | 6.9 | -3.2 | 5.3 | 8.1 | -9.4 | 4.2 | 4.0
Cc1ccc(NS(=O)(=O)c2c(C)[nH]c(C)c2C(=O)N2CCCC2)cc1 | 0.2 | 0.6 | -9.6 | -6.8 | 3.8 | 3.2 | -10.7 | 0.6 | 5.2
CCCCC(=O)c1ccc(O)cc1O | -3.2 | 1.9 | 2.9 | 14.9 | -0.8 | 21.4 | 1.8 | -1.7 | -2.2
CCn1cc(C(=O)O)c(=O)c2cc(F)c(N3CCN(C(=S)NC(=O)c4ccc(OC)cc4)CC3)cc21 | -3.0 | -0.5 | -26.9 | -6.6 | -0.9 | 12.4 | 1.1 | 1.9 | -3.8
CCOC(=O)N1CCC(NC(=O)CCc2c(C)nc3nc(C)nn3c2C)CC1 | 0.5 | 11.1 | 9.9 | -0.2 | 7.0 | 14.0 | -1.3 | -0.5 | -3.1
CCCCCCCN1C(Nc2ccccc2)=NC[C@@H]1CC(C)C | 0.1 | -0.3 | 4.4 | -11.6 | 9.9 | -0.3 | 8.9 | 35.6 | -4.2
O=C1NC2(CCCCCC2)C(=O)N1Cc1c(F)cccc1Cl | -4.9 | 1.9 | 17.1 | 13.7 | -14.4 | 2.8 | 7.2 | 0.1 | -2.9
CCN1C(=O)[C@H]2[C@@H](c3ccc(C)cc3)N[C@]3(CCCN(Cc4ccc(C)cc4)C3=O)[C@H]2C1=O | 2.0 | 1.6 | 4.5 | 3.2 | -3.3 | 2.1 | 0.7 | -0.8 | 1.5
CCC(=O)c1ccc(N2CCN(C(=O)c3cc([N+](=O)[O-])ccc3F)CC2)c(F)c1 | 6.7 | -2.9 | -1.4 | 2.8 | -6.8 | -0.3 | 17.6 | 2.2 | -12.7
CCCC(C)NC(=O)c1ccc(C2SCC(=O)N2Cc2ccco2)cc1 (stereo not drawn) | -8.3 | -0.3 | -5.9 | -0.7 | -5.8 | -10.3 | -6.5 | 6.8 | 4.4
Nc1nc(C2CC(=O)OC23CCCCC3)cs1 (stereo not drawn) | -7.9 | -2.5 | 0.0 | -7.5 | 5.5 | 24.8 | 7.4 | 5.9 | -0.9
Cc1ccc(S(=O)(=O)NCCc2cn3nc(C)c(C)nc3n2)cc1C | -4.7 | -0.5 | -23.5 | -2.1 | -2.4 | 1.7 | -6.7 | 0.2 | 1.2
COc1ccc(CCN2C(=NC(=O)CC(C)C)SC3CS(=O)(=O)CC32)cc1 (stereo not drawn) | -1.9 | -0.3 | -5.9 | 13.2 | 1.8 | 5.5 | -1.1 | 6.3 | -2.0
Cc1ccc(S(=O)(=O)N2CCN(C(=O)CCc3c[nH]c4ccccc34)CC2)c(C)c1 | 0.6 | 1.1 | -1.6 | -3.6 | 7.3 | 19.3 | -0.5 | -0.1 | 3.6
COc1ccc(OC)c(-c2cc(C(=O)NC3CCCC3)c3ccccc3n2)c1 | 1.1 | -1.4 | 8.6 | -1.6 | -3.2 | 11.1 | -3.7 | 0.1 | 2.6
COC(=O)C1=C(N)c2ccccc2C1(C#N)c1ccccc1 (stereo not drawn) | -7.5 | -0.1 | 9.3 | 28.3 | 2.6 | 26.6 | -4.3 | -0.4 | 2.0
Cc1cccc(C)c1NC(=O)N1CC=C(n2c(=O)[nH]c3ccccc32)CC1 | -2.3 | 2.2 | 17.3 | -1.7 | 12.6 | 10.4 | -1.2 | 6.5 | 2.7

Next part (3 carried over from the part before).
SMILES | CHRM5 agonist | CRFBP-R2 agonist | TAAR1 antagonist | CRFBP-R2 block | CHRM4 PAM | M1 PAM parental | CHRM5 antagonist | TAAR1 agonist | M5 PAM
COc1ccc(OC)c(-c2cc(C(=O)NC3CCCC3)c3ccccc3n2)c1 | 1.1 | -1.4 | 8.6 | -1.6 | -3.2 | 11.1 | -3.7 | 0.1 | 2.6
COC(=O)C1=C(N)c2ccccc2C1(C#N)c1ccccc1 (stereo not drawn) | -7.5 | -0.1 | 9.3 | 28.3 | 2.6 | 26.6 | -4.3 | -0.4 | 2.0
Cc1cccc(C)c1NC(=O)N1CC=C(n2c(=O)[nH]c3ccccc32)CC1 | -2.3 | 2.2 | 17.3 | -1.7 | 12.6 | 10.4 | -1.2 | 6.5 | 2.7
Cc1ccc(C2(C)NC(=O)N(CC(=O)Nc3cccnc3Cl)C2=O)cc1 (stereo not drawn) | 6.8 | 0.7 | 13.6 | 2.5 | 3.9 | 16.9 | -2.0 | 5.5 | 0.9
Cc1ccc(N2CC(C(=O)Nc3cc(C)on3)CC2=O)c(C)c1 (stereo not drawn) | -2.8 | -1.5 | 13.7 | 5.4 | 2.8 | 14.9 | 13.5 | -0.2 | -2.5
CC(C)(C)C(=O)NNC(=O)c1ccc(Oc2cc(Cl)cc(Cl)c2)o1 | 0.1 | 0.2 | -30.6 | 7.3 | 2.5 | 15.8 | 9.1 | 1.2 | 3.4
O/N=C/c1ccc(OCc2ccccc2)c(Br)c1 | -2.7 | -2.0 | -9.1 | -30.4 | -1.5 | 10.5 | 2.0 | -0.2 | -4.3
Cc1nc(CNS(=O)(=O)c2cccs2)cs1 | -4.2 | -0.4 | 2.9 | 1.5 | 4.2 | 15.3 | 9.9 | 3.4 | -2.8
COC(=O)c1ccc(NC(=O)Nc2ccc([N+](=O)[O-])cc2)cc1 | 4.5 | 22.2 | 16.9 | 3.4 | -8.8 | -6.2 | 34.6* | 10.4 | -22.9
CCOC(=O)c1c(-c2ccc(F)cc2)csc1NC(=O)CCN1C(=O)c2ccccc2C1=O | -1.8 | 0.4 | 2.9 | 2.7 | 6.0 | 19.0 | 9.6 | -1.2 | -6.7
CNS(=O)(=O)c1cc(C(=O)O)ccc1OC | 0.1 | -2.1 | 7.9 | -8.4 | 4.4 | 11.9 | 3.6 | 7.7 | 1.9
COc1ccc(CSc2nc3ccccc3[nH]2)cc1 | 0.6 | -1.1 | 10.6 | 9.8 | -5.8 | 13.8 | 6.1 | 4.7 | -7.5
c1ccc(C(=NNc2nc3ccccc3s2)c2ccccn2)cc1 | 58.8* | 5.4 | 53.9* | -36.8 | -5.0 | 2.4 | 53.7* | 22.1 | -31.3
Cc1ccc(S(=O)(=O)N2CCN(C(=O)C3COc4ccccc4O3)CC2)cc1C (stereo not drawn) | 0.7 | -2.7 | -4.3 | 15.3 | -0.2 | 8.0 | -6.9 | 10.6 | 2.2
CCOc1ccc(C2CC(=O)NC3=C2C(=O)CCC3)cc1Cl (stereo not drawn) | -6.2 | 0.5 | 8.4 | 8.1 | 0.3 | 23.2 | 10.3 | 10.2 | 1.7
O=C(O)C(c1ccccc1)C(c1ccccc1)c1ccccc1 (stereo not drawn) | -3.1 | -0.4 | -31.8 | 16.2 | 12.7 | 13.7 | -9.7 | -0.2 | 8.2
CC(C)C[C@H](NC(=O)OC(C)(C)C)c1nnc(SCc2ccccc2)o1 | -5.0 | -1.8 | -7.8 | -9.3 | -3.4 | 5.2 | 0.5 | 1.4 | -0.3
O=[N+]([O-])CC(c1ccccc1)c1c[nH]c2ccccc12 (stereo not drawn) | -2.0 | 0.7 | -12.8 | -9.7 | -0.1 | 7.0 | -5.1 | -0.4 | 4.8
O=C(Nc1nc2ccccc2n1CCN1CCOCC1)c1ccccc1 | 1.1 | 0.3 | 5.2 | -7.0 | -7.0 | -17.2 | 20.0 | 6.0 | -11.2
Cc1ccc(NC(=O)Cc2cc(C(=O)O)c3ccccc3n2)c(C)c1 | 4.4 | 0.4 | 8.3 | -20.6 | -9.1 | 13.8 | -3.4 | 7.1 | -7.3
CCn1ccnc1C(O)c1ccccc1OC (stereo not drawn) | 1.6 | 0.6 | -5.7 | 0.8 | 9.2 | -10.1 | 4.7 | 8.7 | 0.5
CC(C)c1ccc(NS(=O)(=O)c2ccc(N3C(=O)CCC3=O)cc2)cc1 | 5.8 | -0.4 | 10.8 | -6.8 | -50.6 | -24.8 | 27.1* | 15.9 | -23.3
COCCNC(=O)c1ccc(-n2c(SCc3cccnc3)nc3ccccc3c2=O)cc1 | 0.9 | -3.3 | -13.4 | -8.3 | -10.1 | 18.4 | 10.2 | 6.2 | 1.2
CN(CCCn1ccc(N)nc1=O)Cc1ccco1 | 0.2 | -0.2 | 0.9 | 0.7 | -2.4 | 8.7 | 0.0 | 0.5 | 1.5
Cc1ccc(C(=O)Nc2ccccc2C(=O)N2CCCC(C)C2)cc1 (stereo not drawn) | 0.6 | -0.5 | -1.7 | 6.3 | 3.8 | -22.8 | -13.5 | -1.6 | 6.2
COc1ccc(OC)c(NC(=O)CCN2CCN(c3ccccc3)CC2)c1 | 1.7 | -0.8 | -9.7 | 16.2 | -8.0 | -4.1 | 1.0 | -0.2 | -1.5
CC(=O)c1ccc(NCC(=O)N2CCN(S(=O)(=O)c3ccccc3)CC2)cc1 | -2.9 | 0.1 | -4.8 | 12.0 | -1.1 | 8.3 | 7.4 | 1.0 | 0.1
OCC1(CCc2ccccc2)CCCN(CCCC(F)(F)F)C1 (stereo not drawn) | -14.5 | -0.3 | 6.0 | 4.5 | -3.4 | 23.0 | -6.5 | 5.0 | 6.1
c1ccc(-c2nn(-c3ccccc3)[n+](-c3ccccc3)n2)cc1 | -7.3 | 0.7 | -4.1 | -6.4 | -2.5 | -0.6 | 21.8 | 1.1 | -10.9
C[C@]12CCC(=O)C=C1CC[C@@H]1[C@@H]2[C@@H](O)C[C@]2(C=O)[C@@H](C(=O)CO)CC[C@@H]12 | 0.6 | 0.0 | -15.9 | -6.9 | 3.8 | 8.1 | 3.5 | 1.7 | 7.1
Cn1nnnc1NCc1ccc(Cl)cc1 | -1.7 | -1.1 | -10.9 | 14.0 | 5.5 | 5.5 | -2.8 | 1.3 | 3.6
COc1ccc(C2C(C(=O)N3CCN(c4ccccc4)CC3)c3ccccc3C(=O)N2C)cc1 (stereo not drawn) | 3.9 | 1.2 | 25.9 | 3.1 | -8.1 | 19.4 | 6.2 | 8.9 | -10.2

Screening results deposited in PubChem by several laboratories.
